# AmpC inh no detg – inhibitors of E. coli AmpC beta-lactamase without detergent; AmpC nitrocefin hydrolysis, absorbance 480 nm, 0.0001% Triton; Potency, µM (top dose mostly 57.1 µM), for the others: top-dose activity change, negative = inhibition, usual class: inhibitors; hit rate 0.52% among 330,000; AID 485341;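 also: potency is read from the fitted curve at half-maximal effect; plate controls were no compound for no effect and no enzyme for full effect; nearly all actives have a fitted effect of over 20% in size; some results filed as inactive show a strong effect at the top dose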
# Target sequence (P00811 whole entry, looked up): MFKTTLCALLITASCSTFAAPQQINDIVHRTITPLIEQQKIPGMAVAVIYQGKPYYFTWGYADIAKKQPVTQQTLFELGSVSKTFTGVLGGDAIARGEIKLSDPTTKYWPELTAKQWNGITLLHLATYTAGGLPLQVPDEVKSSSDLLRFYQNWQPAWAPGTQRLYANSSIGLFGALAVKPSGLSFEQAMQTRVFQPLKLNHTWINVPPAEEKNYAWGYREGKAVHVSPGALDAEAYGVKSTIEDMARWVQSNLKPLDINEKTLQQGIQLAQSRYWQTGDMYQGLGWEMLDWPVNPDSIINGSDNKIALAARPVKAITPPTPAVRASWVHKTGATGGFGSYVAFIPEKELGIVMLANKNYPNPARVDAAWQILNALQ
#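 AmpC (5.3 nM in the dispensed reagent) in 20 mM phosphate pH 7.0 with 0.01% (detergent screen) or 0.0001% Triton X-100 was preincubated with compounds for 15 min at room temperature. Nitrocefin was then added from an 800 uM solution, and hydrolysis was followed at 480 nm.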
# Cycloheximide cs – counter-screen for Shiga toxin inhibitors: cycloheximide protein synthesis inhibition; hit rate 12% among 300,000; cell reporter, cycloheximide protein synthesis inhibition counterscreen; max response, %; in the data active = max response mostly above about 13%, no sharp cut-off; inactive = mostly below about 14%; also: read at 38.3 µM for the half of the compounds with a filed dose; 0% is about no effect
# Shiga inhibitor – inhibitors of Shiga toxin in Vero cells. Vero cells, Shiga toxin protein synthesis inhibition reporter. inhibition, % at 38.7 µM. hit rate 9.2% among 290,000; in the data active = inhibition mostly above about 28%, no sharp cut-off; inactive = mostly below about 43%; also: 0% is about no effect
# TbPYK inhibitor – T. brucei pyruvate kinase inhibition; TbPYK enzyme, Kinase-Glo Plus ATP luminescence, 45 min; Potency, µM (doses to about 76.8 µM), inactives show top-dose activity, negative = inhibition, most hits filed as inhibitors; hit rate 0.12% among 410,000; also: potency is read from the fitted curve at half-maximal effect; % is scaled to controls: 0 for no effect and ±100 for the full control effect; nearly all actives have a fitted effect of over 50% in size
#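 Quantitative HTS: titrated library compounds versus trypanosomal pyruvate kinase in TEA buffer (pH 7.2) containing KCl, MgCl2, BSA and Tween-20. Reactions were initiated with ADP, 130 uM final. Kinase-Glo Plus luminescence was read after 45 min at RT.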
# LmPK inh – blocks Leishmania mexicana pyruvate kinase activity | Q27686 | Potency, µM (series often up to 57.5 µM), for the others: at the top dose activity change, negative = inhibition, actives largely listed as inhibitors | hit rate 0.37% among 290,000 | purified LmPK, Kinase-Glo ATP luminescence, 1 h | AID 1721; also: potency is read from the fitted curve at half-maximal effect; % is scaled to controls: 0 for no effect and ±100 for the full control effect
# Target sequence (Q27686 whole entry, looked up): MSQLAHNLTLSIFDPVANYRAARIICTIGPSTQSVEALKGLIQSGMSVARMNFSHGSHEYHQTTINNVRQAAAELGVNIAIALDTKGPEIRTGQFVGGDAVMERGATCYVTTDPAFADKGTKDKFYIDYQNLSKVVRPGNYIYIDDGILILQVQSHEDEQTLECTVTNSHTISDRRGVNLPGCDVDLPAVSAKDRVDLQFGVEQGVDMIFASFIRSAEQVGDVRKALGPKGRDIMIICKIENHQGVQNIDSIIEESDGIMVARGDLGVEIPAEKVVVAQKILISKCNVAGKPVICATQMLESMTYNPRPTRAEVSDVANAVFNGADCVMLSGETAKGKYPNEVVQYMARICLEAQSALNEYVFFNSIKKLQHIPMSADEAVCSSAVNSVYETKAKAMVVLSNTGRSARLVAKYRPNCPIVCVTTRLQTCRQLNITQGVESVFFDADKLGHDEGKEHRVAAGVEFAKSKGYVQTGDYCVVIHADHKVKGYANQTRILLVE
#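 Pyruvate kinase activity monitored as ATP production (luciferase luminescence). Conditions: 0.1 nM enzyme, 0.5 mM PEP, 0.1 mM ADP, 1 h, RT; normalized against uninhibited and no-enzyme wells.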
# Pf growth 96h – P. falciparum growth inhibition at 96 hours | P. falciparum luciferase reporter growth, 96 h | Potency, µM (series often up to 28.7 µM), without a hit: at the top dose activity change, negative = inhibition, hits mostly inhibitors | hit rate 6.9% among 320,000; also: potency is read from the fitted curve at half-maximal effect; % is scaled to controls: 0 for no effect and ±100 for the full control effect
#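 Erythrocytes infected with luciferase-expressing P. falciparum were dispensed at 2% hematocrit and 0.05% parasitemia (final), then incubated with compounds 96 hours at 37 C in 5% CO2. Luminescence after detection reagent addition reported growth.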
# Pf growth 48h – inhibits P. falciparum growth in the first generation, 48 h; P. falciparum luciferase growth in erythrocytes, 48 h; Potency, µM (doses to about 28.7 µM), inactives show at the top dose activity change, negative = inhibition, usual class: inhibitors; hit rate 5.9% among 310,000; also: potency is read from the fitted curve at half-maximal effect; % is scaled to controls: 0 for no effect and ±100 for the full control effect
#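 Growth was read as firefly luciferase luminescence after a 48 h, 37 C, 5% CO2 exposure of compounds to reporter-bearing P. falciparum cultures (0.1% parasitemia, 2% hematocrit final) in Albumax-supplemented RPMI 1640.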
# * = called active by the depositor; ? = inconclusive; . = not tested or not shown; & = joins results of further samples; [ ] = another dose, or the depositor's remark. Unless noted, calls follow the shape of the dose curve; as a rule, active = well fitted curve in the direction sought with a large enough effect; inconclusive = small, poorly fitted or top-dose-only effect, or another doubt; inactive = no such curve, though single readings can be large; an effect the other way counts as inactive or inconclusive.
SMILES,AmpC inh no detg,Cycloheximide cs,Shiga inhibitor,TbPYK inhibitor,LmPK inh,Pf growth 96h,Pf growth 48h
CC(=O)C1=C(O)CCC1=N,-2%,-1,-7,-6%,6%,-16%,26%
O=C(CN1CCC(NC(=O)c2ccccc2)CC1)NCc1ccccc1F,-16%,-3,0,-4%,-2%,5.9µM*,?
COc1ccc(CCNC(=O)c2ccc(-c3ccc([N+](=O)[O-])cc3Cl)o2)cc1OC,3%,0,14,10%,3%,-23%,27%
Cc1ccccc1NC(=O)COC(=O)c1ccc2c(c1)OCCO2,-14%,.,.,4%,.,19%,-9%
CCCCn1c(N)c(N(C)C(=O)c2ccc(-n3cccn3)cc2)c(=O)[nH]c1=O,-14%,.,.,3%,.,-2%,-3%
CSc1ccc(S(=O)(=O)NCC(=O)OCC(=O)NCc2ccco2)cc1[N+](=O)[O-],-9%,.,.,-7%,.,-1%,0%
O=C(Cc1ccccc1)Nc1cc2c(cc1Cl)OCCCO2,-11%,59*,75*,4%,-1%,113%[activator],67%[activator]
O=C(CSc1nnc(COc2ccccc2)o1)N1CCCCC1,-7%,4,-4,-1%,7%,20%,-22%
COC(=O)Cn1c2ccc(F)cc2c2nc(C)sc21,-29%,2,-3,7%,-3%,87%[activator],?
CNC(=O)c1sc(-c2ccccn2)nc1C,-10%,4,10,2%,-7%,95%,35%[activator]
FC(F)(F)c1ccccc1CN1CCN(C2CCCCCC2)CC1,3%,-6,12,-7%,-9%,-29%,-28%
CCOc1cccc(-c2nn3c(-c4cc(C)[nH]n4)nnc3s2)c1,-5%,10,15,-9%,-2%,1.7µM*,?
COc1ccccc1NC(=O)Cn1nnc(-c2ccccc2NC(=O)c2ccco2)n1,-23%,-3,-13,0%,-3%,23%,22%
Cc1c(NC(=O)c2ccc(COc3ccc4ccccc4c3)o2)c(=O)n(-c2ccccc2)n1C,106%[activator],31*,91*,3%,3%,15%,?
Cc1ccc[n+](CC(=O)Nc2ccc(N(C)C)cc2)c1,0%,2,-3,-4%,0%,5.2µM*,-18%

# Next section, overlapping the part above by 2 compounds.
SMILES,AmpC inh no detg,Cycloheximide cs,Shiga inhibitor,TbPYK inhibitor,LmPK inh,Pf growth 96h,Pf growth 48h
Cc1c(NC(=O)c2ccc(COc3ccc4ccccc4c3)o2)c(=O)n(-c2ccccc2)n1C,106%[activator],31*,91*,3%,3%,15%,?
Cc1ccc[n+](CC(=O)Nc2ccc(N(C)C)cc2)c1,0%,2,-3,-4%,0%,5.2µM*,-18%
COc1ccc(-n2c(=O)[nH]c3ccccc3c2=O)cc1,-7%,5,4,-1%,0%,72%[activator],15%
COc1ccc(NC(=O)CSc2nc3ccc(OC)cc3[nH]2)cc1,-34%,4,1,5%,-4%,34%[activator],3%
Cc1[nH]nc2c1C1(CCOC1C)C(C#N)=C(N)O2 (stereo not drawn),.,-1,3,-3%,7%,.,22%
CC(C(=O)NC1CCCCC1)N(Cc1ccccc1)C(=O)c1snc(C(N)=O)c1N (stereo not drawn),107%[activator],-2,-5,9%,0%,?,-10%
CS(=O)(=O)N(CC(=O)N1CCc2ccccc2C1)c1ccc(Cl)cc1F,24%,0,-6,-4%,3%,-3%,0%[0.00184 µM]
Cc1cc(C)cc(NC(=O)CN2CCc3ccccc3C2)c1,-2%,-1,2,-7%,-2%,-25%,-5%
COc1ccc(N(C(=O)C(C)C)S(=O)(=O)c2cccc3cccnc23)cc1,-17%,1,-5,-16%,1%,-29%,-5%
O=C(O)CCC(=O)N1CCN(c2ccccn2)CC1,-19%,-2,-11,1%,1%,33%[activator],26%
CC(C)c1nnc(NC(=O)CCC(=O)NCc2ccc3c(c2)OCO3)s1,-10%,-3,-2,-10%,0%,29%,16%
Cc1cccc(NC(=O)NC(C)CCc2ccccc2)c1 (stereo not drawn),-30%,21*,13,0%,0%,?,?
Cc1ccc(C(=O)N2CCc3ccccc32)cc1,-28%,31*,90*,3%,-3%,148%[activator],35%[activator]
Cc1c(C=O)c2ccccc2n1CC(=O)NC(C)c1ccccc1 (stereo not drawn),-32%,-3,-5,-6%,-4%,?,?
CC(Oc1ccc(Br)cc1)C(=O)NCc1ccccn1 (stereo not drawn),10%,2,2,1%,3%,-24%,7%
O=[N+]([O-])/C(C(Cl)=C(Cl)Cl)=C(\Sc1ccccc1)N1CCCCC1,-6%,-2,12,2%,10%,0%,-29%
Cc1ccc(C)n1C(Cc1ccccc1)C(=O)O (stereo not drawn),-8%,-3,-1,.,-1%,22%,5%
Cc1cc(C(=O)N/N=C/c2cccc([N+](=O)[O-])c2)c2ccccc2n1,-17%,-3,15,-1%,3%,11%,13%
Cc1cc(C)n(C(=O)CCCn2cc([N+](=O)[O-])cn2)n1,-6%,6,3,7%,12%,?,31%[activator]
CC(=O)N1CCC(C(=O)NCCOc2ccc(C)cc2)CC1,-6%,9,-10,0%,-6%,6%,5%
O=C(CS(=O)(=O)c1ccccc1)Nc1ccc(Br)cn1,-24%,19*,26*,1%,0%,28%,30%[activator]
O=C(COc1ccc(Br)cc1CNCCc1ccccc1)NCc1ccccc1,-9%[2.29 µM],12,40*,-6%,0%,?,?
O=C(CSc1nnnn1-c1cccnc1)Nc1ccccc1F,-25%,-2,-3,4%,5%,106%[activator],33%[activator]
O=C(/C=C/c1ccccc1)NNC(=O)c1cccs1,-4%,23*,38,2%,1%,11%,59%[activator]
CCOc1ccc(S(=O)(=O)NCc2ccc3c(c2)OCO3)cc1C,-15%,-1,-11,-2%,-2%,12%,3%
COc1ccc2c(c1)[nH]c1c(=O)n(/N=C/c3ccc(OC)c(COc4ccccn4)c3)cnc12,29%,6,67*,-1%,2%,14%,25%
CC1=Nc2ccccc2N=C(NC(=O)CSC(=S)N2CCN(C)CC2)C1c1ccccc1 (stereo not drawn),125%[activator],1,-6,0%,4%,?,?
CC(=O)N(c1ccccc1)c1ccc([N+](=O)[O-])cc1[N+](=O)[O-],-19%,-3,9,-1%,2%,-29%,-8%
Cc1ccccc1NC(=O)CSc1nnc(C)c2ccccc12,-5%,2,42,3%,-4%,-3%,10%
Cc1ccccc1C(=O)N1CCC(n2nccc2NC(=O)CCOc2ccccc2)CC1,42%,21,37,-1%,-4%,?,?
COc1cc(CNCc2ccco2)ccc1OCc1ccccc1,-11%,33*,61*,3%,-4%,108%[activator],4%
COc1ccc(C(=O)N/N=C\c2ccc(OC)c(COc3ccccc3Br)c2)c(OC)c1,-26%,-2,14,6%,-1%,-20%,-6%
COc1cc(C2C3=C(CC(C)(C)CC3=O)N(C)C3=C2C(=O)CC(C)(C)C3)ccc1O,1%,-1,-8,-2%,?,0%,11%
CC(C)N(C(=O)CSc1nc2ccccc2n1Cc1ccccc1F)C(C)C,62%[activator],-2,-4,-7%,0%,-22%,10µM*
O=C(O)c1ccc(-n2cc(C(=O)c3ccccc3O)cn2)cc1,-11%,29*,30,4%,2%,86%[activator],92%[activator]
NS(=O)(=O)c1ccc(CCNC(=O)CC(NC(=O)c2ccccc2Cl)c2ccccc2)cc1 (stereo not drawn),-22%,-1,-13,5%,-10%,17%,20%
COc1cccc(N2CCN(CC(=O)C34CC5CC(CC(C5)C3)C4)CC2)c1,-8%,-4,-22,-1%,-1%,?,.
Cc1c(NC(=O)C(C)C)cccc1-c1nc2ncccc2o1,0%,9,25,-12%,0%,9.3µM*,5%
CC(OC(=O)c1nsc(Cl)c1Cl)C(=O)NCc1ccc2c(c1)OCO2 (stereo not drawn),-10%,-2,10,1%,2%,?,-16%
O=C(NCC1CCCO1)c1ccc(S(=O)(=O)Nc2ccc(F)cc2)cc1 (stereo not drawn),-19%,.,.,-4%,.,33%[activator],6%
Cc1cccn2c(CN3CCCC(c4ccccc4)C3)c(C(=O)N3CCOCC3)nc12 (stereo not drawn),103%[activator],-3,-14,4%,-2%,-19%,?
CC1=C(C(=O)Nc2ccccc2)C(c2ccc(N(C)C)cc2)NC(=O)N1 (stereo not drawn),-29%,-2,-4,-3%,3%,?,7%
CCOC(=O)c1sc(NC(=O)Cc2ccccc2OC)nc1C,-14%,4,-4,-8%,4%,1%,0%
Cc1ccc(OCc2nnc(SC3CCc4ccccc4C3=O)n2C)cc1 (stereo not drawn),-40%,4,37,-10%,0%,13µM*,41%[activator]
CCOC(=O)C(C)(C)C(=O)C(C)(C)C(O)c1ccccn1 (stereo not drawn),-10%,0,-18,-14%,9%,26%,.
O=C(CCc1c[nH]c2ccccc12)Nc1ccc(S(=O)(=O)Nc2ncccn2)cc1,-33%,-2,17,-1%,5%,16%[5.75 µM],-33%[5.75 µM]
CC1(C)Cc2ccccc2/C(=C/C(=O)c2ccccc2)N1,3%,4,-3,-2%,0%,?,?
Clc1ccc(-n2ncc3c(NCc4ccccn4)ncnc32)cc1,-13%,-2,-22,2%,5%,?,-27%
CCCSc1nsc(NC(=O)c2cccnc2OCC)n1,1%,11,22,4%,13%,-11%,0%
Cc1[nH]c(C)c(Cl)c(=O)c1Cl,.,.,.,3%,.,3.4µM*,6µM*
Cc1cccc(Nc2ccc([N+](=O)[O-])cc2C(=O)O)c1,-19%,28*,-7,2%,1%,10%,9%
CCCCOc1ccc(C(CC(=O)NC)C(=O)O)cc1 (stereo not drawn),-18%,-5,-6,7%,-1%,3%,.
CCN(CC)S(=O)(=O)c1ccc2oc(SCC3CN=C(c4ccc(OC)cc4)S3)nc2c1 (stereo not drawn),-7%,14,5,-8%,3%,79%[activator],?
COc1cccc(-c2ncc3ccccc3c2COC(=O)CCCC(=O)O)c1,-2%,.,.,2%,.,?,11%
CN(C)c1ccc(/C=[N+](\[O-])C2SC(=S)N(C)C2(C)C)cc1 (stereo not drawn),-5%,5,-12,3%,1%,?,13%
O=C(Cc1n[nH]c(=O)[nH]c1=O)N/N=C/c1cccc(Cl)c1,-15%,4,7,4%,-2%,-13%,5%
COc1ccc(OC)c(S(=O)(=O)NCCS(=O)(=O)N2CCN(c3ccccc3)CC2)c1,42%,-3,14,2%&-1%,-3%,23%,?
CCOC(=O)C1(Cc2ccccc2C(F)(F)F)CCN(C2CCSC2)CC1 (stereo not drawn),46%,-2,10,0%,6%,?,?

# A portion from further up, as a working copy:
SMILES,AmpC inh no detg,Cycloheximide cs,Shiga inhibitor,TbPYK inhibitor,LmPK inh,Pf growth 96h,Pf growth 48h
CCCCOc1ccc(C(CC(=O)NC)C(=O)O)cc1 (stereo not drawn),-18%,-5,-6,7%,-1%,3%,.
CCN(CC)S(=O)(=O)c1ccc2oc(SCC3CN=C(c4ccc(OC)cc4)S3)nc2c1 (stereo not drawn),-7%,14,5,-8%,3%,79%[activator],?
COc1cccc(-c2ncc3ccccc3c2COC(=O)CCCC(=O)O)c1,-2%,.,.,2%,.,?,11%
CN(C)c1ccc(/C=[N+](\[O-])C2SC(=S)N(C)C2(C)C)cc1 (stereo not drawn),-5%,5,-12,3%,1%,?,13%
O=C(Cc1n[nH]c(=O)[nH]c1=O)N/N=C/c1cccc(Cl)c1,-15%,4,7,4%,-2%,-13%,5%
COc1ccc(OC)c(S(=O)(=O)NCCS(=O)(=O)N2CCN(c3ccccc3)CC2)c1,42%,-3,14,2%&-1%,-3%,23%,?

# Screens as filed in PubChem BioAssay.
